Tat export inh: E. coli Tat export inhibitors, primary screen, MC4100, TorA-mCherry reporter, fluorescence, single point | inhibition, % at 10 µM | hit rate 0.036% among 340,000;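 active = mean replicate inhibition at least 50% and at least half of replicates individually reaching 50%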;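 also: exported cargo escapes ClpAP degradation while cytoplasmic cargo is degraded and loses fluorescence; 0% = median of neutral control wells and 100% = median of NaSCN control wells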
CAL PDZ FP-1: CAL PDZ peptide-binding inhibitors, primary screen, biochemical, fluorescence polarization, Cer-tagged CAL PDZ, HTS. Golgi-associated PDZ and coiled-coil motif-containing protein (Homo sapiens), Q9HD26. purified CAL PDZ, TMR-peptide fluorescence polarization, 1 h. inhibition, % at 20 µM. hit rate 0.02% among 330,000. AID 504414, 2011;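 active = highest replicate inhibition of at least 40%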;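 also: plate controls were DMSO neutral control wells for no effect and unlabeled competitor peptide control wells for full effect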
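material = purified tagged CAL PDZ domain construct (CerCALP) | compound dosing = 20 µM, one dose | times = 1 h at RT | measured by = fluorescence polarization from S- and P-plane intensities, G-factor corrected | read-out = inhibition from polarization loss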
SR-BI DiI inh: inhibitors of SR-BI mediated HDL lipid uptake, primary screen, ldlA[mSR-BI] cells, fluorescence, single point. Scavenger receptor class B member 1 (Mus musculus), Q61009. ldlA[mSR-BI] CHO cells, DiI-HDL uptake fluorescence, 3 h. inhibition, % at 12.5 µM. hit rate 0.96% among 320,000. AID 488896, 2010;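 active = mean replicate inhibition of at least 70% and a set share of replicates each scoring 70 or more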;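 also: 0% = median of neutral control wells and 100% = median of positive control wells; values of inactives mirror those of a sister screen read the other way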
Target sequence (Q61009 whole entry, looked up): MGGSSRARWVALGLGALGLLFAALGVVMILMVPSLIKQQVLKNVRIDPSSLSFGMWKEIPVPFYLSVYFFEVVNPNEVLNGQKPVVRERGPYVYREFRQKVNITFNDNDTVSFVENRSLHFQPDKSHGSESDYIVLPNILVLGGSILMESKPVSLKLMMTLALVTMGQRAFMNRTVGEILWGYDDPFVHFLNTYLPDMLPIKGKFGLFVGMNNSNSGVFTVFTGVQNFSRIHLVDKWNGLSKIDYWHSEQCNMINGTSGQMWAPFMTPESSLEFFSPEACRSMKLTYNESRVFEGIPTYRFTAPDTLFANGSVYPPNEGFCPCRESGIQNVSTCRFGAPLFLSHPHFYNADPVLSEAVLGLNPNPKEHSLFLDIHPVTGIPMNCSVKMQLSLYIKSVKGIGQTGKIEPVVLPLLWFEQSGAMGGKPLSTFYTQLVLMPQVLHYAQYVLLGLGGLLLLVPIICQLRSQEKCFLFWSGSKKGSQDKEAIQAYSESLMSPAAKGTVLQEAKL
Wnt act: Wnt/beta-catenin pathway activators, primary screen, cell-based, plate reader, single point | Wnt/beta-catenin reporter cell assay, activator | activation, % at 9.35 µM | hit rate 1.2% among 300,000; in the data active = activation above about 30%, passing the limit was not always enough;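 also: 0% = neutral control wells and 100% = positive control wells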
phage Ecoli inh: growth loss of phage-infected E. coli, primary screen, RecBCD inhibitor project, absorbance, with phage, HTS | inhibition, % at 11.9 µM | hit rate 0.26% among 360,000; in the data active = inhibition above about 11%
CAL PDZ FP-2: untagged CAL PDZ binding inhibitors, primary screen, biochemical, fluorescence polarization, HTS; purified CAL PDZ, TMR-peptide fluorescence polarization, 1 h; Golgi-associated PDZ and coiled-coil motif-containing protein (Homo sapiens), Q9HD26; hit rate 0.92% among 300,000; inhibition, % at 24.9 µM; AID 602252, 2012;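 active = mean inhibition of at least 30% with at least half of replicates also reaching 30%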;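 also: 0% = DMSO neutral control and 100% = excess unlabeled competitor peptide PRC23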
MITF TRPM1 HTS: activators of MITF-driven TRPM1 promoter reporter, primary screen, cell-based, SK-MEL-5, luciferase, single point | hit rate 0.75% among 300,000 | SK-MEL-5 TRPM1-promoter luciferase, 24 h; % of positive control, neutral wells = 0 | activation, % at 12.5 µM;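 active = mean activation of at least 80% with every replicate also reaching 80%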;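 also: 0% = neutral control wells and 100% = parthenolide positive control wells; values of inactives mirror those of a sister screen read the other way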
Ecoli viability: E. coli V3065 growth inhibition, primary screen, counter-screen for AddAB inhibitor project, absorbance, OD600; 18 h; inhibition, % at 11.9 µM; hit rate 0.27% among 330,000; AID 449728, 2010;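 active = inhibition above the campaign's mean inhibition across all tested compounds plus 3 SD, cut at about 9.9% in these data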;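 also: uninfected addAB+ strain grown without phage in ampicillin broth; 0% = DMSO wells and 100% = ciprofloxacin 0.95 µg/ml wells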
AddAB inh: growth inhibition of E. coli expressing H. pylori AddAB, primary screen, AddAB inhibitor project, absorbance. inhibition, % at 11.9 µM. AID 435030, 2010. hit rate 0.29% among 330,000; in the data active = inhibition above about 12%;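 also: 0% = vehicle wells of infected cells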
SR-BI uptake up: activators of SR-BI mediated DiI-HDL uptake, primary screen, ldlA[mSR-BI] CHO cells, DiI fluorescence; activation, % at 12.5 µM; 3 h; 100 = double the neutral-control signal; hit rate 0.096% among 320,000;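 active = mean replicate activation of at least 60% and every replicate at or above 60%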;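 also: 0% = median plate neutral-control signal and 100% = twice that signal; values of inactives mirror those of a sister screen read the other way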
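System: CHO ldlA[mSR-BI] cells / Medium: HEPES-buffered (25 mM, pH 7.4) F12 plus 0.5% BSA / Probe or stimulus: labelled HDL, 10 µg/mL / Doses: single compound concentration, delivered by pin transfer / Schedule: 3 h, 37 °C / Measured by: DiI fluorescence, bottom read / Measure: cell-associated DiI fluorescence as measure of HDL uptake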
* = called active by the depositor; · = no result given.

SMILES | Tat export inh | CAL PDZ FP-1 | SR-BI DiI inh | Wnt act | phage Ecoli inh | CAL PDZ FP-2 | MITF TRPM1 HTS | Ecoli viability | AddAB inh | SR-BI uptake up
Cc1cc(NC(=O)CSc2nc3ccccc3c(=O)n2C2CCCC2)no1 | 0 | -1.5 | 10 | · | 1.5 | 3 | · | 2.8 | 3.3 | -10
CN(C)C=NC(=O)/C(C#N)=C/c1ccccc1 | -6 | -1.6 | -49 | 11 | 4.7 | -1 | 51 | -0.1 | 0.0 | 49
CCCCn1c(=O)n(CC(=O)Nc2c(CC)cccc2CC)c(=O)c2c1nc(CO)n2CCC | 6 | -0.8 | -17 | -3 | 0.6 | 0 | · | 1.1 | 0.8 | 17
CN1C(=O)CC(C(=O)Nc2ccc(F)cc2)SC1=Nc1ccc2c(c1)OCO2 (centres undefined) | -4 | -3.2 | 32 | · | 0.0 | -1 | 6 | -0.6 | 1.8 | -32
Cn1c(=O)c2c(nc(SCC(=O)OCc3ccccc3)n2C)n(C)c1=O | 3 | -1.4 | -22 | -8 | -0.5 | -1 | 1 | · | · | 22
O=C(CN1C(=O)S/C(=C/c2ccccn2)C1=O)N1CCOCC1 | -10 | -2.4 | -31 | 1 | -2.9 | -1 | 5 | 2.4 | 5.0 | 31
CS(=O)(=O)c1ccc(Cl)c(NC(=O)CCl)c1 | -5 | -0.3 | -9 | 0 | 1.2 | -3 | 3 | 0.8 | -0.2 | 9
Cn1nc(C(=O)N2CCN(c3cccc(Cl)c3)CC2)c2c1-c1ccccc1S(=O)(=O)C2 | 10 | -3.4 | -1 | -1 | 2.3 | 0 | -2 | -0.5 | 5.2 | 1
Cc1ccc([N+](=O)[O-])cc1-c1ccc(/C=N/NC(=O)c2cc3c(ccc4ccccc43)o2)o1 | -14 | · | 61 | · | 2.6 | -1 | 3 | 0.0 | 2.1 | -61
COc1cccc(/C=N/NC(=O)Cn2nc(C)c([N+](=O)[O-])c2C)c1O | 2 | -1.7 | -29 | -2 | 0.2 | 0 | -20 | -2.5 | -2.1 | 29
O=C(NC1CCCCC1)C(c1ccncc1)N(Cc1ccc2c(c1)OCO2)C(=O)C(F)(F)F (centres undefined) | -8 | 1.9 | -11 | -11 | -2.4 | -2 | 1 | -1.3 | 0.4 | 11
O=C(NCCCn1ccnc1)c1ccc(-c2ccccc2)cc1 | 3 | · | -14 | 3 | 2.9 | -3 | 3 | -2.7 | 1.0 | 14

Laid out differently: entries from further up.
| mol | Tat export inh | CAL PDZ FP-1 | SR-BI DiI inh | Wnt act | phage Ecoli inh | CAL PDZ FP-2 | MITF TRPM1 HTS | Ecoli viability | AddAB inh | SR-BI uptake up |
| --- | --- | --- | --- | --- | --- | --- | --- | --- | --- | --- |
| Cc1ccc([N+](=O)[O-])cc1-c1ccc(/C=N/NC(=O)c2cc3c(ccc4ccccc43)o2)o1 | -14 | · | 61 | · | 2.6 | -1 | 3 | 0.0 | 2.1 | -61 |
| CN1C(=O)CC(C(=O)Nc2ccc(F)cc2)SC1=Nc1ccc2c(c1)OCO2 (centres undefined) | -4 | -3.2 | 32 | · | 0.0 | -1 | 6 | -0.6 | 1.8 | -32 |
| O=C(NCCCn1ccnc1)c1ccc(-c2ccccc2)cc1 | 3 | · | -14 | 3 | 2.9 | -3 | 3 | -2.7 | 1.0 | 14 |

The list goes on.
SMILES | Tat export inh | CAL PDZ FP-1 | SR-BI DiI inh | Wnt act | phage Ecoli inh | CAL PDZ FP-2 | MITF TRPM1 HTS | Ecoli viability | AddAB inh | SR-BI uptake up
COc1ccc2c(c1)C=C(C(=O)NCc1ccc(Cl)cc1)CO2 | -2 | -0.8 | 0 | -2 | 1.6 | -5 | 2 | 1.1 | 4.2 | 0
NC(=O)CN1CCN(c2ccccc2F)CC1 | -2 | -1.5 | · | -1 | 0.6 | 7 | -9 | 2.4 | 5.4 | ·
O=[N+]([O-])c1ccc(C=Nc2cccc3ccccc23)s1 | 4 | -1.2 | -3 | · | · | -4 | -45 | -0.6 | -1.2 | 3
OC(CN1c2ccccc2Sc2ccccc21)Cn1nnc2ccccc21 (centres undefined) | 7 | -1.2 | 2 | -4 | 3.9 | -1 | 0 | 0.3 | -0.5 | -2
Cc1c(CC(=O)O)c(=O)oc2c(C)c3occ(-c4ccc(F)cc4)c3cc12 | -5 | -9.1 | 2 | -3 | 0.4 | -5 | 5 | · | · | -2
COC(=O)CN1C(c2ccccc2O)Nc2ccc(Br)cc2C1c1ccccc1 (centres undefined) | -2 | 0.0 | 11 | · | 2.6 | -4 | -3 | 0.3 | 1.0 | -11
COc1ccc(C(=O)N2CCC(N3CCN(c4ccccc4)CC3)CC2)cc1 | -2 | · | -14 | · | -1.3 | -4 | 2 | -0.2 | 1.4 | 14
CCOc1ccc(S(=O)(=O)N2CCN(c3ccccn3)CC2)cc1 | 0 | 15 | 30 | -2 | 0.2 | -4 | -1 | 0.3 | 3.0 | -30
CC(C)C(C)(C#N)NC(=O)CN1C(=O)NC2(CCCc3ccccc32)C1=O (centres undefined) | 0 | 0.4 | -5 | -1 | 0.7 | -3 | -6 | 0.4 | 4.5 | 5
COc1ccc(CCNC(=O)COC(=O)Cc2cc(OC)c(OC)c(OC)c2)cc1 | 9 | -0.4 | -6 | 4 | 4.6 | -7 | -4 | 3.2 | -0.7 | 6
Brc1ccc(C=Nc2ccc(Nc3ccccc3)cc2)s1 | -8 | -2.1 | -7 | · | · | -2 | 25 | -2.0 | -2.1 | 7
C=C(C)C(=O)O[C@H]1C/C(C)=C\C(=O)/C=C(\C)[C@H](O)[C@@H]2OC(=O)C(=C)[C@@H]21 | -7 | 1.3 | -22 | -10 | -0.3 | -2 | -85 | -2.4 | -0.1 | 22

A second format for part of the listing above.
smiles	Tat export inh	CAL PDZ FP-1	SR-BI DiI inh	Wnt act	phage Ecoli inh	CAL PDZ FP-2	MITF TRPM1 HTS	Ecoli viability	AddAB inh	SR-BI uptake up
NC(=O)CN1CCN(c2ccccc2F)CC1	-2	-1.5	·	-1	0.6	7	-9	2.4	5.4	·
CC(C)C(C)(C#N)NC(=O)CN1C(=O)NC2(CCCc3ccccc32)C1=O (centres undefined)	0	0.4	-5	-1	0.7	-3	-6	0.4	4.5	5

(next part)
SMILES | Tat export inh | CAL PDZ FP-1 | SR-BI DiI inh | Wnt act | phage Ecoli inh | CAL PDZ FP-2 | MITF TRPM1 HTS | Ecoli viability | AddAB inh | SR-BI uptake up
Cc1ccc(SCC(=O)NC(=O)NC(C)C)c(C)c1 | 4 | -3.5 | · | -1 | 0.0 | 0 | 13 | 3.9 | 3.2 | ·
CC(C)(O)C#Cc1ccc(C(=O)N2CCC(C(N)=O)(N3CCCCC3)CC2)o1 | 3 | -1.5 | -16 | -1 | 2.6 | -1 | 0 | · | · | 16
Cc1ccc(NC(=O)CCC(=O)N2CCC(c3ccccc3)=N2)cc1S(=O)(=O)N1CCCCC1 | -11 | -2.3 | 30 | -4 | 2.7 | -3 | -11 | · | · | -30
CCOC(=O)c1c(C)[nH]c(C(=O)COC(=O)c2oc3ccc(OC)cc3c2C)c1C | 2 | 0.3 | 3 | -4 | 1.2 | -2 | · | 1.9 | -0.1 | -3
CCCCN(C1CCS(=O)(=O)C1)S(=O)(=O)c1ccc(OC)c(OC)c1 (centres undefined) | 1 | -0.8 | -12 | 4 | 1.8 | -2 | 10 | 3.2 | 1.2 | 12
Cc1cc(NS(=O)(=O)c2ccc(NC(=S)NC(=O)c3ccc(F)cc3)cc2)no1 | -8 | -0.2 | -7 | -3 | 4.0 | -4 | 2 | 2.5 | 7.8 | 7
COC(C(=O)Nc1ccnn1C1CCN(Cc2ccc(C)s2)CC1)c1ccccc1 (centres undefined) | -7 | -1.7 | -16 | 0 | -1.8 | -1 | 3 | -3.7 | -0.1 | 16
Cc1ccc(C(=O)OCC(=O)N(CC(C)C)c2c(N)n(Cc3ccccc3)c(=O)[nH]c2=O)s1 | -6 | -3.3 | 2 | 0 | 1.4 | 0 | -2 | 2.8 | 4.5 | -2
CCOc1ccc(OCC(=O)NCCc2nc3ccccc3[nH]2)cc1 | 3 | -0.9 | 2 | -4 | 2.8 | -21 | -2 | -1.1 | 0.6 | -2
COc1ccc(CCNC(=O)C(Sc2ccccn2)c2ccccc2)cc1OC (centres undefined) | 2 | -1.9 | -14 | 4 | 2.1 | 2 | · | -0.6 | -0.4 | 14
CCOc1ccc(C(=O)c2cc([N+](=O)[O-])ccc2N2CCOCC2)cc1 | -9 | -0.1 | 37 | -8 | 3.5 | -8 | -33 | 1.3 | 0.8 | -37
O=C(NCc1ccco1)/C(=C\c1cccs1)NC(=O)c1ccsc1 | -6 | -0.6 | -8 | -2 | 2.2 | -1 | 3 | 0.5 | 2.2 | 8
COc1ccc(C(=O)NCCOC(C)C)cc1OC1CCN(C(C)=O)CC1 | 7 | 0.0 | 16 | 0 | -2.6 | -4 | · | 1.0 | 3.3 | -16
CC(=O)c1ccccc1NC(=O)CSc1nnc(Cc2csc(C)n2)o1 | 1 | -3.3 | -7 | -1 | 5.7 | 1 | 9 | -0.7 | 0.8 | 7
CCCC(=O)c1ccc(-c2ccccc2)cc1 | -2 | -1.3 | -16 | · | 1.5 | -1 | 31 | -1.9 | 1.4 | 16
O=C(O)C1CC=CCC1C(=O)Nc1ccc2c(c1)OCCO2 (centres undefined) | 1 | -1.7 | -14 | -2 | 3.5 | 1 | 12 | 0.2 | 0.2 | 14
NS(=O)(=O)c1ccc(CCNC(=O)c2ccc(Cl)c(S(=O)(=O)N3CCCCC3)c2)cc1 | -4 | 0.6 | 12 | -6 | 1.9 | -5 | -9 | -1.2 | -1.1 | -12
O=C(/C=C/NNC(=O)c1ccccc1)c1ccc(Br)cc1 | -1 | -0.7 | 118* | · | 4.5 | 2 | -10 | 0.2 | 1.1 | -118
CC(=O)Nc1ccc(/C=N/N2C(C)CCCC2C)cc1 (centres undefined) | -1 | -0.8 | 4 | 2 | 2.2 | -2 | -8 | -1.0 | 0.3 | -4
COc1ccccc1Nc1nc(N)nc(CN2CCCCCC2)n1 | -3 | -2.1 | 14 | · | -2.6 | · | · | -3.2 | -3.2 | -14
CC1CN(C(=O)C2(C)CC2(Br)Br)CC(C)O1 (centres undefined) | -2 | -1.1 | -22 | · | 2.5 | · | -5 | -2.4 | 0.5 | 22
CCCOc1ccc(C2c3c(oc4cc(C)c(C)cc4c3=O)C(=O)N2CCCN(C)C)cc1OCC (centres undefined) | 8 | -0.1 | -3 | -3 | 0.5 | 2 | -4 | 0.9 | 1.4 | 3
COc1ccccc1CNC(=O)C12CC3CC(CC(C3)C1)C2 | -10 | 0.3 | -24 | -2 | 0.8 | -12 | · | 0.6 | 0.4 | 24
NS(=O)(=O)c1ccc(CCNC(=O)CCNC(=O)c2ccco2)cc1 | -3 | 0.7 | · | 6 | 2.2 | -4 | · | -2.6 | -0.1 | ·
